High-throughput results as filed in PubChem BioAssay.
FXIIa inh 1536: blocks human coagulation factor XIIa protease activity | inhibition, % at 5 µM | hit rate 0.3% among 220,000 | purified FXIIa, Boc-QGR-AMC fluorogenic substrate, 2 h | P00748; in the data active = inhibition above about 40%;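 note: 0% = enzyme with no compound and 100% = blank without enzyme; many of its hits are not listed in these tables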
Target sequence (P00748 20-372 limits assumed): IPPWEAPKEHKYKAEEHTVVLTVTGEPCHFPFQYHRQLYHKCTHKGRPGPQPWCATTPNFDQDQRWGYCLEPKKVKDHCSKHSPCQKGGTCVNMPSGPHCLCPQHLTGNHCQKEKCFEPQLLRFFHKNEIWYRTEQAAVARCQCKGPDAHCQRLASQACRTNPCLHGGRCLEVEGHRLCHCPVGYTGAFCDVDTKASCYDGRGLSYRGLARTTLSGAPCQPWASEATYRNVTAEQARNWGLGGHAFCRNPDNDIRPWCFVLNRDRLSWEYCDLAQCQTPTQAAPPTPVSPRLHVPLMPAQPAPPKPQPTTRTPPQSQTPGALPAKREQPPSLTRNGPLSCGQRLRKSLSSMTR
Target sequence (P00748 373-615 limits assumed): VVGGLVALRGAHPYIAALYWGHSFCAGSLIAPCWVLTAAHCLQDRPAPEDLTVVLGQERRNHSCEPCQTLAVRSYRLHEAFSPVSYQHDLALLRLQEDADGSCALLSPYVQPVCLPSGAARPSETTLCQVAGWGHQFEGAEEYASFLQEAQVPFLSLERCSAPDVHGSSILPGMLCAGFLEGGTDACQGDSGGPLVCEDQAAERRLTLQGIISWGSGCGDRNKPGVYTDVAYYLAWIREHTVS
Wee1 degr inh: inhibitors of human Wee1 degradation. P30291. HeLa Luc-Wee1K328M stability, luciferase luminescence; 100% = proteasome inhibitor MG132 effect. reporter increase, % at 5 µM. hit rate 1.2% among 220,000. AID 1321;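 active = activation above the mean of all tested compounds plus 3 SD, set per screening run, cut at about 8.8% in these data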;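 note: cells exposed to compound for 20 h before luminescence read; 0% = DMSO alone and 100% = MG132 at 30 µM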
TbHK1 inh: T. brucei hexokinase 1 inhibition. hit rate 0.11% among 220,000. AID 1430. inhibition, % at 10 µM. recombinant TbHK1, G6PDH-coupled NADH A340;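 active = inhibition of 50% or more in the single-dose primary screen; inactive = inhibition below 50%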
TNF death inh: blocks TNF-alpha induced death of Jurkat FADD-/- cells; Jurkat FADD-/- TNF necroptosis rescue, ATP luminescence, 24 h; 0 = TNF only, 100 = no-TNF cells; activation (protection from cell death), % at 10 µM; hit rate 0.068% among 220,000;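 active = activation, meaning protection from cell death, of at least 50% relative to plate controls; inactive = activation below 50%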;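 note: necroptosis triggered by 40 ng/mL TNF-alpha added together with compound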
PGE2 EP2 inh: EP2 receptor (human) inhibition | P43116 | C6 glioma cells expressing human EP2, cAMP TR-FRET; cells stimulated with saturating PGE2 | inhibition, % at 25 µM | hit rate 0.52% among 260,000 | AID 1422;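 active = percent inhibition above 40 after rounding to a whole number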;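 note: rat C6 glioma host cells with rolipram phosphodiesterase inhibitor present; the protocol text gives 20 µM as final concentration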
Target sequence (P43116 whole entry, looked up): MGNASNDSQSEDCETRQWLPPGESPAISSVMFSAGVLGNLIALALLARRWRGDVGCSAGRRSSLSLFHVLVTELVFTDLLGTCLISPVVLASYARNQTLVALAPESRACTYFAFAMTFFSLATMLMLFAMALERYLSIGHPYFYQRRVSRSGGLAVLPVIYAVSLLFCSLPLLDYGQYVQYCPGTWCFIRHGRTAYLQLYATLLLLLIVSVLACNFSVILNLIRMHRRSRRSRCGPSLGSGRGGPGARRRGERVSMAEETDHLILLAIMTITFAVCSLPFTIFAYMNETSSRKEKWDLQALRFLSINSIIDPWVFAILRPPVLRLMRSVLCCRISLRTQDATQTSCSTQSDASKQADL
PPC-1+TRAIL kill: kills PPC-1 cancer cells in the presence of TRAIL. cell killing (% activity), % at 4 µM. PPC-1 cells + TRAIL, ATPLite viability luminescence. hit rate 0.41% among 220,000;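 active = cell killing above 50% in the first pass at 4 µM, then a duplicate retest at 5 µM averaging 50% or more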;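 note: plate controls were cells with TRAIL plus DMSO for no effect and medium-only wells lacking cells for full effect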
FXIa inh 1536: factor XIa (human) inhibition; AID 798; purified FXIa, Boc-Glu-Ala-Arg-AMC fluorogenic substrate; inhibition, % at 5 µM; hit rate 0.14% among 220,000;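 active = inhibition of at least 40%; inactive = inhibition below 40%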;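 note: fluorescence of freed AMC excited at 355 nm; 0% = enzyme without compound and 100% = no enzyme blank; many of its hits are not listed in these tables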
CHOP inh: CHOP inhibition in unfolded protein response. hit rate 3.8% among 220,000. inhibition, % at 10 µM. CHO-K1 CHOP-promoter luciferase, tunicamycin-induced, 15-18 h;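 active = compounds that reduced the stress-induced luciferase reporter signal by more than about 70% of percent inhibition, limit read from the data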;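 note: 0% = tunicamycin plus vehicle and 100% = wells without tunicamycin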
L929 necroptosis: blocks zVAD induced death of L929 cells; viability rescue, % at 10 µM; L929 zVAD necroptosis rescue, ATP luminescence, 24 h; with zVAD 60 µM; hit rate 0.38% among 220,000; AID 1377;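 active = activation, scaled between plate controls, above about 75%, limit read from the data; inactive = activation under that limit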;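 note: 0% = zVAD with DMSO and 100% = DMSO alone without zVAD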
* = called active by the depositor; nt = not tested or not shown; [ ] = dose if it differs, or a comment. These rows are one share of the data; rates above refer to the full screens.

SMILES | FXIIa inh 1536 | Wee1 degr inh | TbHK1 inh | TNF death inh | PGE2 EP2 inh | PPC-1+TRAIL kill | FXIa inh 1536 | CHOP inh | L929 necroptosis
Cc1ccn2cc(CNS(=O)(=O)c3ccc(Cl)s3)nc2c1 | 4 | 2 | -4 | 0.2 | 8 | -2 | -2 | -9 | 0.5
CCOc1ccc(CC(=NCCc2ccccc2)C2=C(O)CC(C)(C)CC2=O)cc1OCC | 13 | 1 | -14 | 4.9 | 8 | 32 | 10 | 32 | -0.7
COc1cccc(/C=N/Nc2ncnc3scc(-c4ccccc4)c23)c1O | 6 | 1 | -5 | -21 | 9 | 45 | 3 | 75* | nt
O=C(Nc1cc(Sc2nc3ccccc3s2)cc([N+](=O)[O-])c1)c1ccccc1F | -2 | 5 | 2 | -12 | 10 | 1 | 12 | 29 | 1.1
CCCn1c(NC(=O)c2ccc(Cl)c(S(=O)(=O)N3CCCC3)c2)nc2ccccc21 | 2 | 0 | -10 | -7.0 | 6 | -10 | -3 | 49 | 63
C=CCn1c(C2CC2)n[nH]c1=S | 9 | -2 | 25 | 0.7 | 4 | -27 | 4 | 12 | -0.5
NC(=O)c1ccc(-c2ccc(Br)cc2)o1 | 10 | -1 | 3 | -4.9 | 17 | 4 | 0 | 2 | -0.1
CC(C)CC(=O)Nc1cc(C(F)(F)F)ccc1N1CCOCC1 | 6 | 3 | -8 | 0.3 | 9 | 18 | 4 | -8 | 0.0
O=C(CC1NCCNC1=O)OCc1ccccc1 (stereo unspecified) | 8 | 0 | -2 | -1.4 | 17 | 1 | -9 | 21 | 0.2
CC1CCCN(C(=O)c2ccncc2)C1 (stereo unspecified) | -12 | -3 | -2 | -0.6 | 11 | 6 | -7 | 2 | -0.1
O=C(CN1CCc2ccccc2C1)NC1CCCC1 | 2 | 6 | 2 | 0.8 | 8 | 5 | -7 | -9 | 0.4
CCN1CCN(C(=O)C(C)N(c2ccc(C)cc2)S(C)(=O)=O)CC1 (stereo unspecified) | 6 | -1 | 1 | -0.4 | 6 | 10 | -9 | 0 | nt
COCCn1c(SCC(=O)Nc2ccc(S(=O)(=O)N(C)C)cc2)nc2ccccc21 | 9 | 4 | -1 | 3.1 | 17 | 18 | -5 | -17 | 0.3
O=C(Nc1cccc(S(=O)(=O)N2CCCCC2)c1)Nc1ccc(Cl)cc1Cl | 7 | -1 | 11 | 1.9 | 6 | -2 | 2 | 88* | 2.1
N/C(=N\OC(=O)c1cc(Cl)ccc1Cl)c1cccnc1 | 26 | 5 | -4 | -1.1 | 19 | 2 | 9 | 3 | -1.0
COc1ccc(-n2ccnc2SCC(=O)NCc2ccc(F)cc2)c(OC)c1 | 7 | -4 | 5 | 0.1 | 9 | 11 | 4 | 41 | 0.6
N#Cc1c(-c2ccccc2)[nH]c(=S)[nH]c1=O | -7 | 0 | -48 | 0.3 | 9 | 14 | 0 | 16 | 1.1
COc1cc(-c2cn[nH]c2N)cc(OC)c1OC | 17 | 2 | 0 | 2.5 | 2 | -3 | 4 | -18 | 1.4
O=C(NC1CCCCCCC1)C1c2ccccc2C(=O)N1Cc1cccs1 (stereo unspecified) | 9 | -1 | -1 | 2.5 | 3 | 13 | 0 | 23 | 0.5
COc1ccc(NC(=O)c2coc3ccccc23)cc1OC | 11 | -1 | -9 | -2.8 | 1 | 16 | -11 | 16 | 1.6
Cc1ccc(Nc2nc(-c3sc(NC(=O)c4cccc(Cl)c4)nc3C)cs2)cc1 | 5 | 2 | -6 | 1.1 | 30 | 25 | -3 | -26 | 0.1
CCn1ccnc1CN1CCCC(C(=O)c2ccc3c4c(cccc24)CC3)C1 (stereo unspecified) | 1 | -2 | -27 | 5.7 | 4 | 11 | -3 | 13 | -1.4
COc1cc(C(=O)N/N=C/c2sc(N3CCOCC3)nc2-c2ccccc2)cc(OC)c1OC | 12 | 0 | -12 | -0.5 | 26 | 6 | -1 | 11 | 2.5
COc1ccc(NS(=O)(=O)c2ccc(O)c(NC(=O)c3ccc(S(=O)(=O)N4CCCCCC4)cc3)c2)cc1 | 12 | -1 | 19 | 2.6 | 2 | -8 | 7 | 27 | 2.4
Cc1cc(C)n(-c2nc(NCC(C)O)c3c4c(sc3n2)COC(C)(C)C4)n1 (stereo unspecified) | 10 | -2 | -5 | 0.3 | 7 | -8 | -1 | 15 | -0.3
Cn1sc(NC(=O)c2ccc(Cl)cc2)nc1=O | 21 | 0 | -6 | -2.3 | 11 | 25 | 2 | 8 | 0.4
Cc1ccc(-c2n[nH]c(=S)n2/N=C/C=C/c2ccccc2[N+](=O)[O-])cc1 | 6 | 0 | -17 | -0.4 | 26 | 7 | 3 | 57 | 0.4
C/C(=N\NC(=O)C(=O)Nc1cc(C)ccc1C)c1ccncc1 | 5 | 4 | -7 | 0.9 | 12 | 12 | 8 | 18 | 0.0
CC(OC(=O)c1ccc(-c2ccc([N+](=O)[O-])cc2)o1)C(=O)NC(N)=O (stereo unspecified) | 6 | -1 | -50 | 0.1 | 2 | 7 | -2 | 37 | -0.1
O=C(OCCN1C(=O)c2ccccc2C1=O)c1cc(=O)[nH]c2ccccc12 | 5 | -2 | -6 | -3.3 | 9 | 10 | 5 | 37 | 0.0
CC(=O)Nc1ccc(S(=O)(=O)N2CCN(S(=O)(=O)N3CCCCCC3)CC2)cc1 | -3 | 1 | 2 | 1.2 | 19 | -18 | -8 | 6 | 1.9
c1ccn2cc(CSC3=NCCS3)nc2c1 | 8 | 0 | 2 | 2.1 | 8 | 13 | 0 | -32 | -0.8
O=C(CSc1nnc(-c2cccs2)o1)NCC1CN(Cc2ccccc2)CCO1 (stereo unspecified) | -16 | -2 | 2 | 0.0 | 9 | 1[5 µM] | -10 | 30 | -0.2
Cc1nn(CCc2nn[nH]n2)c2nc(C(F)(F)F)cc(C(F)(F)F)c12 | 12 | -2 | -5 | 0.4 | 16 | -4 | -2 | -10 | -0.1
Cc1ccccc1NC(=O)NCc1ccc2c(c1)OCO2 | 1 | -3 | -1 | 2.5 | 9 | 19 | 0 | 10 | 0.9
COc1ccc(OC)c(-n2c(-c3cc(-c4ccco4)[nH]n3)n[nH]c2=S)c1 | 7 | 5 | 1 | 0.8 | 11 | 6 | 1 | -10 | 0.6
N#Cc1nnn(Cc2ccccc2)c1N | 8 | -3 | 0 | 1.4 | 6 | 4 | 0 | -12 | 8.2
CCOC(=O)CCCCC(=O)c1[nH]c(=O)[nH]c1C[n+]1ccccc1 | 6 | -2 | -4 | -0.9 | 4 | -5 | 1 | 31 | -0.2
CC(=O)N1CCN(S(=O)(=O)c2cccc(C(=O)OCC(=O)NC(=O)c3cccn3C)c2)CC1 | 15 | 0 | 1 | 2.4 | 14 | 10 | 3 | -7 | 1.3
Cc1cc(F)c(F)c(C(=O)NC2CC2)c1Cl | 15 | 1 | 2 | -2.0 | 0 | -3 | 10 | -20 | 0.1
COc1ccc(Cl)cc1C(=O)N/N=C/c1ccc(N2CCOCC2)cc1 | 8 | -3 | -31 | -0.3 | 7 | 0 | -3 | -10 | 2.5
N#Cc1ccc(Oc2ccc(NC(=O)C3CC=CCC3C(=O)O)cc2)cc1 (stereo unspecified) | 11 | 1 | -9 | -0.3 | 10 | 15 | 1 | 5 | 9.4
COC(=O)c1cc(CC(=O)c2ccc(O)cc2O)c(C)o1 | 24 | 2 | -62 | -0.9 | 1 | 10 | 1 | 2 | 3.8
CCC(=O)N1CC2(CC(c3cccc(NC(=O)CC(c4ccccc4)c4ccccc4)c3)=NO2)C[C@H]1C(N)=O (stereo partly specified) | 4 | nt | -18 | -2.7 | -3 | 9 | 3 | 5 | -0.3
C/C(=C\C(=S)Nc1ccccc1)Nc1ccccc1 | 5 | 3 | -16 | -0.1 | 4 | 24 | 2 | 8 | 0.2
Cc1ccc(-c2nc(S(=O)(=O)c3ccc(F)cc3)c(SCC(=O)NCC3CCCO3)o2)cc1 (stereo unspecified) | 3 | -1 | -5 | 0.0 | 6 | 28 | 2 | 70* | 0.3
COc1ccc(CCNC(=O)c2cc(CC(C)C)on2)cc1OC | 12 | -1 | -8 | -0.6 | 9 | 22 | 5 | -3 | 0.9
CCOC(=O)c1cn(-c2nc(-c3ccc(Cl)cc3)cs2)c2c(F)c(N3CC(C)OC(C)C3)c(F)cc2c1=O (stereo unspecified) | 15 | 0 | -13 | -2.8 | 10 | 9 | -4 | -9 | 0.3
CCc1n[nH]c(=S)n1/N=C/c1cc(OC)cc([N+](=O)[O-])c1O | nt | -3 | 8 | -2.3 | 4 | 25 | -3 | 21 | 3.0
CCOC(=O)CSc1nnc(Cn2c(=O)sc3ccccc32)n1C | 11 | -3 | -6 | -0.6 | 9 | 12 | 0 | 10 | 0.7

Single records, as listed above:
COc1ccc(OC)c(-n2c(-c3cc(-c4ccco4)[nH]n3)n[nH]c2=S)c1 as listed: FXIIa inh 1536 = 7; Wee1 degr inh = 5; TbHK1 inh = 1; TNF death inh = 0.8; PGE2 EP2 inh = 11; PPC-1+TRAIL kill = 6; FXIa inh 1536 = 1; CHOP inh = -10; L929 necroptosis = 0.6
Cc1ccn2cc(CNS(=O)(=O)c3ccc(Cl)s3)nc2c1 as listed: FXIIa inh 1536 = 4; Wee1 degr inh = 2; TbHK1 inh = -4; TNF death inh = 0.2; PGE2 EP2 inh = 8; PPC-1+TRAIL kill = -2; FXIa inh 1536 = -2; CHOP inh = -9; L929 necroptosis = 0.5

Other records follow.
SMILES | FXIIa inh 1536 | Wee1 degr inh | TbHK1 inh | TNF death inh | PGE2 EP2 inh | PPC-1+TRAIL kill | FXIa inh 1536 | CHOP inh | L929 necroptosis
Cc1nn(-c2ccccc2)c(C)c1/C=N/NC(=O)c1cc(-c2cccc3ccccc23)n[nH]1 | 0 | 0 | -7 | -4.6 | 7 | 12 | -4 | 52 | 15
O=[N+]([O-])c1cccc(-c2ccn[nH]2)c1 | 2 | -1 | -2 | 0.2 | 16 | 3 | -16 | 8 | 1.1
Cc1ccc(N2CC(C(=O)Nc3ccc4c(c3)OCO4)CC2=O)cc1 (stereo unspecified) | 16 | -1 | 10 | 0.6 | 11 | 25 | 1 | 32 | 0.8
Cc1occc1C(=O)NNC(=S)NCc1ccccc1 | 4 | 3 | -6 | 0.3 | 15 | 4 | 4 | 1 | 0.3
COc1cc(CO)cc(Br)c1OCC(=O)O | 19 | -2 | 10 | 0.8 | 13 | 7 | 6 | 17 | 0.6
CCOC(=O)c1c(C)[nH]c(C)c1C(=O)CSc1nc2ccccc2c(=O)n1-c1ccccc1C | 11 | -3 | 1 | -4.7 | 13 | 21 | 13 | 42 | 0.5
Nn1c(Cc2cccc3ccccc23)n[nH]c1=S | 13 | -3 | 7 | -0.6 | 3 | 9 | -1 | 4 | 1.1
COC(=O)/C(C#N)=C(/Nc1ccc(F)c(Cl)c1)C(F)(F)F | 2 | -1 | 5 | -1.1 | 4 | 11 | -1 | -2 | 1.1
CC(C)N(C(=O)Cn1cnc2cc([N+](=O)[O-])ccc2c1=O)C(C)C | nt | 0 | -5 | 0.5 | 13 | -13 | -3 | 6 | 0.1
CCOc1ccc(CCNC(=O)CSc2cc(=O)n(C)c3ccc(Cl)cc23)cc1OCC | 14 | 3 | -27 | 2.4 | 11 | 11 | 4 | 22 | 1.1
Cc1ccc(S(=O)(=O)NCc2nc3ccccc3c(=O)n2N)cc1 | 7 | -1 | 5 | -2.7 | 4 | 4 | 9 | 22 | 0.2
CCc1ccc(S(=O)(=O)NCc2csc(C)n2)s1 | 12 | -1 | 4 | 0.9 | 3 | 29 | 6 | -3 | 1.0
N#Cc1ccsc1NC(=O)CSc1nnnn1-c1ccc(O)cc1 | 4 | -2 | -2 | 1.8 | 6 | 2 | 0 | 27 | 76*
Cn1cccc1/C=N/NC(=O)CSc1nc2ccccc2n1C | 1 | -2 | -72 | 1.1 | 6 | -17 | -5 | 27 | -0.2
